# Screening results: PubChem BioAssay, National Center for Advancing Translational Sciences (NCATS)
# aSyn yeast rescue: rescues yeast growth from alpha-synuclein toxicity; S. cerevisiae alpha-synuclein toxicity rescue, BacTiter-Glo growth, 24 h; Potency, µM (series often up to 46.1 µM), for inactives: at the top dose growth rescue (activation), actives largely listed as activators; 94,000 compounds, 0.02% hits; AID 1347070; active means well fitted activation curve with a large enough effect; further: 0% is about no effect
#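 Growth restoration measured by BacTiter-Glo luminescence after 24 hr at 30 deg C; alpha-synuclein yeast, raffinose-pregrown to mid-log, were added at OD600=0.02 in galactose medium onto pinned compounds.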
# * hit, by the source's call; & = joins results of further samples. Potency means the concentration at half of the fitted maximal effect.
SMILES,aSyn yeast rescue
CC(CNC(=O)c1ccc(Cn2c(SCc3ccccc3)nc3cccnc32)cc1)c1ccccc1 (stereo unspecified),-9.9%
Cc1ccc(CN2CCSc3ccc(C(=O)Nc4cc(C)cc(C)c4)cc32)cc1,10.0%
CC1CCN(C(=O)CCn2c(=O)oc3ccc(Cl)cc32)CC1,-1.1%
CCOc1ccccc1OCC(=O)Nc1ccccc1C(=O)NC1CC1,-12.1%
O=C(c1ccc2c(c1)CCN2S(=O)(=O)c1ccccc1)N1CCN(c2ccccc2F)CC1,8.0%
COCCCNC(=O)CSc1nc2c(sc3ccccc32)c(=O)n1CCc1ccccc1,-3.9%
CCC(=O)Nc1nnc(S(=O)(=O)N(C)Cc2ccccc2)s1,-0.9%
O=C1CC(C(=O)N2CCc3ccccc32)CN1c1ccc(F)cc1 (stereo unspecified),-6.5%
O=C(COC(=O)CCS(=O)(=O)c1ccccc1)NNC(=O)c1ccc([N+](=O)[O-])cc1,-0.3%
Cc1ccc(CNC(=O)c2ccc(CSCc3ccc(C)cc3)o2)cc1,11.6%
COc1ccc(S(=O)(=O)N2CCN(C(=O)CN3C(=O)NC(C)(c4ccc5ccccc5c4)C3=O)CC2)cc1 (stereo unspecified),-4.8%
CC(C)(C)C(=O)Nc1cccc(C(=O)OCc2cc(=O)n3nc(C4CCCCC4)sc3n2)c1,-5.1%
O=C(O)CSc1nc2ccccc2nc1Cc1ccccc1F,9.3%
CCOc1ccc(N(CC(=O)NCc2ccc3c(c2)OCO3)C(=O)c2csnn2)cc1,-6.2%
CNC(=O)c1cccc(NC(=O)c2ccccc2OCc2ccccc2)c1,2.2%
COc1ccc(-c2ccnc3c2c(=O)n(C)c(=O)n3C)cc1OC,-4.0%
CCc1ccccc1NC(=O)c1ccc2c(c1)N(Cc1cccc(Cl)c1)C(=O)c1ccccc1S2(=O)=O,7.4%
c1ccc(CSCc2cn3ccccc3n2)cc1,2.1%
O=C1Nc2ccccc2C1=Nc1ccc(Cl)cc1,0.1%
CC(C)CN(C(=O)COC(=O)c1cc2ccccc2cc1O)c1c(N)n(Cc2ccccc2)c(=O)[nH]c1=O,-10.3%
COc1ccc(N2CC(NC(=O)C(c3ccccc3)c3ccccc3)CC2=O)cc1OC (stereo unspecified),4.6%
O=c1[nH]c2cc3c(cc2cc1CN(CCO)S(=O)(=O)c1ccccc1)OCCO3,6.2%
O=C(CCNC(=O)c1ccc([N+](=O)[O-])cc1)NCCc1ccc(Cl)cc1,4.3%
Cc1ccc(NC(=O)CNc2cccc(S(=O)(=O)N3CCOCC3)c2)cc1F,-7.2%
CCc1ccc2c(c1)NC(c1ccc(OC)cc1)=NC(c1ccncc1)=N2,-4.9%
COC(=O)c1c(-c2cccs2)csc1NC(=O)c1ccc(C)cc1,-12.1%
O=C(c1nnsc1S(=O)c1ccc(Cl)cc1)N1CCOCC1 (stereo unspecified),-24.7%
Cc1ccc(N2CCN(C(=O)c3cnc(N4CCCCC4)c4ccccc34)CC2)c(C)c1,14.7%
O=C(C[C@H]1C(=O)N(Cc2ccccc2)C[C@@H]1Cc1ccccc1)Nc1ccc(Br)cc1,17.1%
CCc1ccccc1NC(=O)CN1C(=O)CCn2nc(-c3cccn3C)cc21,0.0%
Cc1cc(C)cc(Nc2cc(C)nc3ncnn23)c1,5.4%
Cc1cccc(NC(=O)CSc2nc(C)nc3c2c(=O)n(C)c(=O)n3C)c1,-2.7%
CC(=O)c1cccc(NC(=O)N2CCC(NC(=O)C34CC5CC(CC(C5)C3)C4)CC2)c1,5.8%
Cc1cc(C(=O)Nc2cccc(C)c2C)c2c(C)nn(-c3cccc(F)c3)c2n1,-1.7%
O=C(/C=C/c1ccc(F)cc1)N1CCN(S(=O)(=O)/C=C/c2ccccc2)CC1,5.9%
O=C(NNC(=O)c1cc(-c2ccco2)nc2ccccc12)c1ccccc1,3.2%
Cc1ccc(OCC(=O)N2c3ccccc3NC(=O)C2(C)C)c([N+](=O)[O-])n1,-14.9%
CCC1CN(C(=O)N2CCC(C(=O)NCc3ccc(OC)cc3OC)CC2)c2cc(C)ccc2O1 (stereo unspecified),6.5%
Cc1sc2ncn(CC(=O)Nc3cccc(C(F)(F)F)c3)c(=O)c2c1S(=O)(=O)N1CCC(C)CC1,-3.9%
Cc1ccc(CN(Cc2ccco2)C(=O)COc2c(C)cc(C)cc2C)cc1,-1.7%
Cc1ccc(Sc2ccc(N3CCC(C(=O)Nc4ccc(C)c(F)c4)CC3)nn2)cc1,2.3%
COc1ccc(N(C(=O)c2snc(C(N)=O)c2N)C(C(=O)NCc2ccccc2)c2ccc(F)cc2)c(OC)c1 (stereo unspecified),5.0%
COc1cccc(NC(=O)c2sc3nc(N4CCOCC4)c4c(c3c2N)CC(C)(C)OC4)c1,6.7%
COc1ccccc1OC(C)C(=O)N1CCC(Cc2ccccc2)CC1 (stereo unspecified),-7.4%
C=CCn1c(CNC(=O)c2ccccc2F)nnc1SCC(=O)NC(C)c1ccccc1 (stereo unspecified),-3.5%
Cc1ccccc1NC(=O)/C(C#N)=C/c1ccc(Cl)cc1Cl,1.4%
COc1ccc(CNCc2ccc3c(c2)n(C)c(=O)n3C)cc1,-4.6%
Cc1ccc(C)c(N2CCN(C(=O)C3CCN(S(=O)(=O)c4ccc5[nH]c(=O)oc5c4)CC3)CC2)c1,-5.3%
COc1cccc(-n2cc(C(=O)Nc3cccc(C(F)(F)F)c3)c3ccccc3c2=O)c1,3.8%
O=C(/C=C/c1ccco1)NC(=S)Nc1ccccc1O,1.3%
O=C(CCC(=O)N1Cc2ccccc2Oc2ncccc21)Nc1ccc(Cl)cc1,-8.2%
COCCNC(=O)CSc1nc(N)c(NC(=O)c2ccco2)c(=O)[nH]1,3.3%
COc1ccc(-c2noc(CSc3nnc(-c4ccccc4)n3-c3ccc(F)cc3)n2)c(OC)c1,-15.8%
O=C1COc2ccc(C(=O)COC(=O)CCCOc3ccccc3)cc2N1,11.8%
COc1ccc(N2CC(C(=O)Nc3cc(C(F)(F)F)ccc3N3CCCC3)CC2=O)c(OC)c1 (stereo unspecified),6.6%
COc1ccc(-c2cnn3c(C)cc(C)nc23)cc1OC,-4.0%
Cc1ccc(S(=O)(=O)NCC(c2ccco2)S(=O)(=O)c2ccccc2)cc1 (stereo unspecified),-3.1%
Cc1cc(C)c(S(=O)(=O)N(C)CC(=O)NCc2cccnc2)c(C)c1,8.0%
Cc1noc2ncnc(N3CCCC(C(=O)Nc4cccc(C(F)(F)F)c4)C3)c12 (stereo unspecified),6.5%
CSCCC(NC(=O)c1ccc(Cl)cc1Cl)C(=O)OCC(N)=O (stereo unspecified),7.3%
# Other compounds follow.
SMILES,aSyn yeast rescue
O=[N+]([O-])c1cc(S(=O)(=O)N2CCCCCC2)ccc1Cl,9.6%
COc1ccc(CNC(=O)Cc2c(C)c3cc4c(C)coc4c(C)c3oc2=O)cc1OC,5.7%
COc1ccc(-c2cc(C(=O)NN)[nH]n2)cc1,6.4%
Cc1cccc(NC(=O)Cn2c(=O)n(CCCCCC(=O)NCc3ccccc3)c(=O)c3sccc32)c1,5.1%
Cc1c(C(=O)NCc2cccc(Cl)c2)sc2nc[nH]c(=O)c12,-3.0%
O=C(CSc1nc(-c2ccccc2)c(-c2ccccc2)o1)N1CCCCC1,-14.2%
O=C1NCCNC1(c1c[nH]c2ccccc12)C(F)(F)F (stereo unspecified),1.3%
COc1ccc(/C=C/C(=O)O)cc1Cl,-0.1%
CN1C(C(=O)Nc2ccc(OC(F)(F)F)cc2)=CC(c2cccs2)=NS1(=O)=O,-24.0%
Cc1cc(-c2ccccc2)nc(N(C)NC(=O)C(C)(C)C)c1S(C)(=O)=O,-5.6%
O=C(Nc1ccc(F)cc1F)c1cnn(-c2ccc(F)cc2)c1-n1cccc1,1.8%
COc1cccc2cc(C(=O)Nc3ccc(CC(=O)O)cc3)c(=O)oc12,2.3%

# Reformatted bar-delimited: part of the list above
canonical_smiles | aSyn yeast rescue
CN1C(C(=O)Nc2ccc(OC(F)(F)F)cc2)=CC(c2cccs2)=NS1(=O)=O | -24.0%
Cc1cc(-c2ccccc2)nc(N(C)NC(=O)C(C)(C)C)c1S(C)(=O)=O | -5.6%
O=C(Nc1ccc(F)cc1F)c1cnn(-c2ccc(F)cc2)c1-n1cccc1 | 1.8%

# (further entries)
SMILES,aSyn yeast rescue
CCC(C)NC(=O)CSc1nc2scc(-c3ccccc3)c2c(=O)[nH]1 (stereo unspecified),8.2%
O=C(OCc1cn([C@@H]2CN(C(=O)C3CCCCC3)[C@@H](c3ccccc3)C[C@H]2O)nn1)c1ccccc1,5.6%
Cn1c(=O)[nH]c(=O)c2c1nc1n(CCO)c(-c3ccccc3)cn21,1.7%
CCCCN(C(=O)CCC(=O)Nc1cc(C)on1)C(C(=O)NC1CCCC1)c1ccccc1OCC (stereo unspecified),-4.3%
CC(=O)Nc1ccc(NC(=O)C(Sc2ccccc2)c2ccccc2)cc1 (stereo unspecified),-4.6%
Cc1ccc(S(=O)(=O)NN=CC=CC=NNS(=O)(=O)c2ccc(C)cc2)cc1,-16.5%
CCN(CC)c1ccc(NC(=O)Cn2ncc3c(C)n(Cc4ccccc4F)c(C)c3c2=O)c(C)c1,-2.5%&-1.2%
Cc1ccc(S(=O)(=O)N2CCCC2CNC(=O)c2ccc3c(c2)OCO3)cc1 (stereo unspecified),-24.3%
COc1ccc([C@H]2N[C@]3(CCCN(Cc4ccc(C)cc4)C3=O)[C@H]3C(=O)N(C)C(=O)[C@@H]23)cc1,-3.0%
Cc1cccc(C)c1NC(=O)NCCCN1CCN(c2ccccc2)CC1,-10.2%
O=C(C1CCN(S(=O)(=O)Cc2ccccc2)CC1)N1CCN(c2cccc(Cl)c2)CC1,3.7%
CC(=O)c1ccc(NC(=O)C2CCC(CNS(=O)(=O)c3cccc4nsnc34)CC2)cc1 (stereo unspecified),-14.0%

# Looked up above:
# O=C(OCc1cn([C@@H]2CN(C(=O)C3CCCCC3)[C@@H](c3ccccc3)C[C@H]2O)nn1)c1ccccc1 @ aSyn yeast rescue: 5.6%
# Cc1cccc(C)c1NC(=O)NCCCN1CCN(c2ccccc2)CC1 @ aSyn yeast rescue: -10.2%
# CC(=O)c1ccc(NC(=O)C2CCC(CNS(=O)(=O)c3cccc4nsnc34)CC2)cc1 (stereo unspecified) @ aSyn yeast rescue: -14.0%
# Cn1c(=O)[nH]c(=O)c2c1nc1n(CCO)c(-c3ccccc3)cn21 @ aSyn yeast rescue: 1.7%
# CCC(C)NC(=O)CSc1nc2scc(-c3ccccc3)c2c(=O)[nH]1 (stereo unspecified) @ aSyn yeast rescue: 8.2%
# CCN(CC)c1ccc(NC(=O)Cn2ncc3c(C)n(Cc4ccccc4F)c(C)c3c2=O)c(C)c1 @ aSyn yeast rescue: -2.5%&-1.2%

# Additional entries.
SMILES,aSyn yeast rescue
Cc1nnc(N2CCCC(C(=O)NCCc3ccc(Cl)cc3)C2)c2nn(-c3ccccc3)c(C)c12 (stereo unspecified),7.0%
O=C(C1CCC1)N1CCCc2cc(S(=O)(=O)Nc3ccc(F)cc3)ccc21,10.2%
Cc1ccc(C(=O)NCC(=O)Nc2ncccc2C)s1,-0.1%
CCc1ccc(NC(=O)CSc2nc3c(c(=O)[nH]2)CN(Cc2ccc(C)cc2)CC3)cc1,7.0%
Cc1ccc(NC(=O)c2c([N+](=O)[O-])c(C(C)(C)C)nn2C)cc1,-12.3%
CC(=O)CC(=O)Nc1ccc2ccccc2c1,3.2%
CC(C)OCCCNC(=O)CCCn1c(SCC(=O)c2ccc(Br)cc2)nc2c(sc3ccccc32)c1=O,-9.2%
Cc1cc(C)c2c(=O)cc(CSc3n[nH]c(C)n3)[nH]c2c1,0.2%
Cc1ccc(CNC(=O)c2c(C)oc3ncnc(N4CCOCC4)c23)cc1,-2.3%
CC(C)C(=O)Nc1ccc(O)c(-c2csc(N)n2)c1,0.7%
COc1ccccc1NC(=O)C1=C(C)Nc2c(C(=O)Nc3cccc(C)c3)cnn2C1c1ccccc1C (stereo unspecified),7.6%
COc1ccc(NC(=O)C(=O)Nc2ccc3nc4n(c(=O)c3c2)CCCCC4)c(OC)c1,-1.1%
Cc1cccc(NC(=O)CCS(=O)(=O)c2ccc3c(c2)n(C)c(=O)c(=O)n3C)c1C,-3.4%
COc1ccc(S(=O)(=O)c2c(SC)nn(CC(=O)Nc3ccc(C)c(Cl)c3)c2N)cc1,-4.0%
Cc1occc1C(=O)NNC(=O)CN1C(=O)NC(C)(c2ccccc2)C1=O (stereo unspecified),1.9%
CCn1c(SCC(=O)N2CCCC2)nc2c(c1=O)SC(C)C2 (stereo unspecified),-1.6%
O=C(NC(=S)Nc1ccc(S(=O)(=O)N2CCOCC2)cc1)c1ccccc1[N+](=O)[O-],-5.1%
COc1ccccc1/C=C/c1nc(C#N)c(N(C)C)o1,-2.0%
Cc1ccc(-n2ncc(C(=O)NCCN3CCN(C)CC3)c2C2CCN(C(=O)OC(C)(C)C)CC2)cc1C,-6.0%
COc1ccc(CNC(=O)c2nc(SC(C)C)ncc2Cl)cc1,-11.3%
CN(Cc1nc(C(c2ccccc2)c2ccccc2)no1)CC1COCCO1 (stereo unspecified),3.8%
CCOc1ccc(NC(=O)CCNS(=O)(=O)c2cccc3nsnc23)cc1,2.5%&6.8%
Cc1cccc(S(=O)(=O)N(C)C[C@@H]2OCc3cn(nn3)CCCC(=O)N([C@@H](C)CO)C[C@H]2C)c1,7.7%
Cc1ccc(-c2cc(C(F)(F)F)c(C#N)c(SCC(=O)O)n2)cc1,1.0%&-3.4%
COc1cc(OC)cc(C(=O)Nc2cc(-c3nc4cc(Cl)ccc4o3)ccc2Cl)c1,-7.2%
Cc1ccc([N+](=O)[O-])cc1NC(=O)CSc1nncn1-c1ccccn1,0.9%
Cc1nc2cccnc2n1-c1cccc(C(=O)N2CCN(c3cccc(Cl)c3)CC2)c1,11.9%
COc1cc(C(=O)N2CCc3c([nH]c4ccccc34)C2c2ccc(F)cc2)cc(OC)c1OC (stereo unspecified),-4.0%
CC(C)c1ccc(N=C2N=C(N)c3ccccc32)cc1,-6.7%
Cc1ccc(SC(C)C(=O)N2CCC(C(N)=O)CC2)cc1 (stereo unspecified),6.6%
CCCC(=O)Nc1ccc(C(=O)NNC(=S)NC(=O)c2ccc(Br)o2)cc1,-7.1%

# Only part of the results is shown, so the mix of outcomes need not match the whole.
